Source: PubChem BioAssay
PKA-R2B act: activators of PKA-R2B holoenzyme, primary screen, biochemical, fluorescence polarization, Cy5-IP20, human. activation, % at 11.4 µM. actives 0.079% (n = 340,000). cAMP-dependent protein kinase catalytic subunit beta (Homo sapiens) + cAMP-dependent …. AID 504700, 2011. PKA-R2B holoenzyme dissociation; R2B truncated from residue 108, S112A mutant; 0% DMSO only, 100% 113 µM cGMP;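 active = activation above a cutoff set at the mean over all compounds plus 3 SD, cut at about 18% in these data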;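 also: higher means more holoenzyme dissociation and a rise in polarization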
MITF TRPM1 HTS: activators of MITF-driven TRPM1 promoter reporter, primary screen, cell-based, SK-MEL-5, luciferase, single point. SK-MEL-5 TRPM1-promoter luciferase, 24 h; % of positive control, neutral wells = 0. activation, % at 12.5 µM. actives 0.75% (n = 300,000);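 active = mean activation of at least 80% with every replicate also reaching 80%; inconclusive = mean reaches 80% but some replicate falls short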;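 also: 0% = neutral control wells and 100% = parthenolide positive control wells; values of inactives mirror those of a sister screen read the other way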
Arr AP2 block: inhibitors of beta-arrestin/AP2 binding, primary screen, biochemical, GPCR trafficking, flow cytometry; AID 504490, 2011; actives 0.31% (n = 340,000); beta-arrestin 1 C-terminal peptide binding to AP2 beta2-adaptin appendage (human); FITC-arrestin peptide / GST-AP2 beads; AP2 beta2 appendage carries R879A mutation; inhibition, % at 10 µM;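 active = inhibition above a set limit, near 3 SD of compounds lacking own fluorescence, cut at about 54% in these data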;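 also: plate controls were DMSO wells for no effect and 5 µM unlabelled arrestin peptide for full effect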
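System: GST-AP2 R879A glutathione beads. Medium: PBS with 0.05% Tween 20 and 0.1% BSA. Also added: FITC-arrestin peptide, 50 nM. Incubation: 12 min plus 1 h, RT. Measured by: high-throughput flow cytometry of beads, ex 488, em 535 nm. Evaluation: percent drop in bead-associated FITC signal.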
NSD2 inh: NSD2 histone methyltransferase inhibitors, primary screen, biochemical, AlphaScreen, single concentration, set 2; Histone-lysine N-methyltransferase NSD2 (Homo sapiens), O96028; NSD2 peptide methylation, 120 min; inhibition, % at 12.5 µM; actives 0.54% (n = 310,000); AID 743445, 2014; in the data active = inhibition above about 50%
SUMO Mot1 rescue: yeast Mot1-301 growth rescue at high temperature, primary screen, SUMOylation pathway inhibitor project, S. cerevisiae, ATP luminescence, 38.5C. S. cerevisiae Mot1-301 growth rescue; percent above DMSO median, 100 means doubled. growth rescue, % at 18.8 µM. actives 1% (n = 320,000);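 active = every valid replicate shows activation above 250% relative to neutral control wells; inactive = the rest, any valid replicate at or below 250%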;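 also: OY570 slx delta 5 strain wells were the positive control but not used for scaling; some compounds called inactive have numbers as strong as hits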
PKA-R1A act: activators of PKA-R1A holoenzyme, primary screen, biochemical, fluorescence polarization, Cy5-IP20, bovine R1A, mouse PKAc. cAMP-dependent protein kinase type I-alpha regulatory subunit (Bos taurus) + …. PKA-R1A dissociation; scaled: DMSO 0%, 113 µM cGMP 100%. activation, % at 11.4 µM. actives 0.083% (n = 340,000). AID 504707, 2011;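 active = percent activation above the mean of all tested compounds plus 3 SD, cut at about 19% in these data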;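 also: higher means more PKAc released from R1A so a rise in polarization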
SR-BI HDL uptake: inhibitors of SR-BI mediated HDL lipid uptake, primary screen, ldlA[mSR-BI] cells, fluorescence, single point | Scavenger receptor class B member 1 (Mus musculus), Q61009 | ldlA[mSR-BI] CHO cells, DiI-HDL uptake fluorescence, 3 h | inhibition, % at 12.5 µM | actives 0.96% (n = 320,000);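 active = mean replicate inhibition of at least 70% and a set share of replicates each scoring 70 or more; inconclusive = meets just one of the two criteria; inactive = fails both criteria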;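 also: 0% = median of neutral control wells and 100% = median of positive control wells; values of inactives mirror those of a sister screen read the other way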
Target sequence (Q61009 whole entry, looked up): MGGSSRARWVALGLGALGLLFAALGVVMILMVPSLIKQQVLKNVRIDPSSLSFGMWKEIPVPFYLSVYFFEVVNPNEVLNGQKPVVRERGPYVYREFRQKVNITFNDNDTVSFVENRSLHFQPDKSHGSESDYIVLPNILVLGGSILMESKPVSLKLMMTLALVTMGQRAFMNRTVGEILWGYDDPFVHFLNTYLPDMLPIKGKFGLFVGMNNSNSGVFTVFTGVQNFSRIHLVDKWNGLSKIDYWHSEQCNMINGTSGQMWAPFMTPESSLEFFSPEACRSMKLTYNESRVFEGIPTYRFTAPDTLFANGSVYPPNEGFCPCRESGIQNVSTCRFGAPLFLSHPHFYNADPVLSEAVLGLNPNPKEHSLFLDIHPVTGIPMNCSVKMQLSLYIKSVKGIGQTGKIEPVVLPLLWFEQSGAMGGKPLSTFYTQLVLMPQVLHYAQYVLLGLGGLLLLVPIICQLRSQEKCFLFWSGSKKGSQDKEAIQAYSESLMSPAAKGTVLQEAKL
Pemphigus Ab inh: inhibitors of pemphigus antibody binding to DSG3, primary screen, biochemical, bead-based, flow cytometry, scFv-GFP; actives 0.48% (n = 310,000); binding (percent of control), % at 10 µM; DSG3-coupled beads, scFv-anti-DSG3-GFP binding; active compounds read low; Desmoglein-3 (Homo sapiens), P32926; AID 588358, 2011;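 active = binding more than 3 SD below its plate's average and above zero; inconclusive = below that plate limit but binding exactly zero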;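 also: hits lower antibody fragment binding to DSG3; some compounds called inactive have numbers as strong as hits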
CDK5 p35 inh: inhibitors of human CDK5/p35 kinase, primary screen, biochemical, single concentration; Cyclin-dependent kinase 5 (Homo sapiens) + Cyclin-dependent kinase 5 activator 1 (Homo …; Recombinant CDK5/p35, ADP-Glo luminescence, 60 min; inhibition, % at 10 µM; actives 0.01% (n = 330,000);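 active = highest replicate inhibition of at least 50% and at least 75% of replicates reaching 50%; inconclusive = only one of the two criteria met; inactive = both criteria failed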;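 also: plate controls were DMSO neutral control for no effect and GW8510 at 10 µM for full effect; many of its hits are not listed in these tables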
Target sequence (Q00535 whole entry, looked up): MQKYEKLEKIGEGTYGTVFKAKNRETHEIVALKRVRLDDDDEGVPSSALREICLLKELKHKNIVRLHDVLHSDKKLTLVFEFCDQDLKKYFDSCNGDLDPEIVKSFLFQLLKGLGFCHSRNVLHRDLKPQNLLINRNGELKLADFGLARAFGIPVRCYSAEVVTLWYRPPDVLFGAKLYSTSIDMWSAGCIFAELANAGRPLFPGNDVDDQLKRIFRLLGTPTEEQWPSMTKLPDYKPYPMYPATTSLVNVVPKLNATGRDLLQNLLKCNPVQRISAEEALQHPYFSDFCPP
Target sequence (Q15078 whole entry, looked up): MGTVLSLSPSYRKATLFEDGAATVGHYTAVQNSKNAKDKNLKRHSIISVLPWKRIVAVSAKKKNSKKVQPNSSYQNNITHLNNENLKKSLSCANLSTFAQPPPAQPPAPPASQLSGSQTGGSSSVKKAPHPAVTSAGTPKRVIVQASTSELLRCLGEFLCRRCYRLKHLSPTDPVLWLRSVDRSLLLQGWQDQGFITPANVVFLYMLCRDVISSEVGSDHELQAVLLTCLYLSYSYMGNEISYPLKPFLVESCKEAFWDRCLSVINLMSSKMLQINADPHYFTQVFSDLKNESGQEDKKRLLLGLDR
dFosB act: activators of delta FosB homodimer, primary screen, biochemical, fluorescence polarization, TAMRA-CDK5 oligo, single point | actives 0.99% (n = 340,000) | purified delta FosB; percent of positive-control signal above neutral wells | Protein FosB (Mus musculus), P13346 | activation, % at 25 µM;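 active = mean activation above about 17%, with every replicate also reaching it, limit read from the data, passing the limit was not always enough; inconclusive = only one of the two conditions met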;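 also: fluorescence polarization rise as delta FosB binds a TAMRA Cdk5 AP-1 oligo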
SR-BI DiI-HDL act: activators of SR-BI mediated DiI-HDL uptake, primary screen, ldlA[mSR-BI] CHO cells, DiI fluorescence; AID 504775, 2011; 3 h; 100 = double the neutral-control signal; activation, % at 12.5 µM; actives 0.096% (n = 320,000);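 active = mean replicate activation of at least 60% and every replicate at or above 60%; inconclusive = mean or all-replicate condition met, but not both; inactive = mean below 60% and not all replicates reaching 60%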;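 also: 0% = median plate neutral-control signal and 100% = twice that signal; values of inactives mirror those of a sister screen read the other way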
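System: LDL receptor-deficient CHO ldlA cells overexpressing murine SR-BI | Timing: 3 h uptake period with compound, 37 °C | Medium: HEPES-buffered (25 mM, pH 7.4) F12 plus 0.5% BSA | Dosing: Single-point compound dose | Signal: Bottom-read fluorescence, 550/595 nm | Read-out: Retained DiI signal reflecting DiI-HDL uptake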
* = called active by the depositor; ? = inconclusive; . = not tested or not shown.

Every second line gives: PKA-R2B act	MITF TRPM1 HTS	Arr AP2 block	NSD2 inh	SUMO Mot1 rescue	PKA-R1A act	SR-BI HDL uptake	Pemphigus Ab inh	CDK5 p35 inh	dFosB act	SR-BI DiI-HDL act
CCCNC(=O)CSc1nc(-c2cccs2)cc(C(F)(F)F)n1
→ -16	.	-5	0	8	-16	19	101	0.5	1	-19
COC(=O)CSc1nc(C)c2ccc(OC)cc2n1
→ -1	16	20	1	82	1	-4	94	-0.1	-11	4
CC(C)C(=O)Nc1cccc(C(=O)Nc2nccs2)c1
→ -12	7	-2	-1	.	-14	7	100	-0.5	-3	-7
Cc1nc(-c2ccc(F)cc2)c(CC(=O)N2CCN(S(=O)(=O)c3ccccc3Br)CC2)s1
→ 0	8	6	-1	18	-4	23	108	-3.0	-8	-23
CC(=O)c1ccc(OC(=O)CCN2c3ccccc3Sc3ccccc32)cc1
→ -2	2	0	2	3	-3	-42	112	-0.3	-5	42
O=C(Nc1ccc(S(=O)(=O)N2CCOCC2)cc1)c1nn(-c2ccc(F)cc2)ccc1=O
→ -3	13	11	-7	-7	-1	-19	87	-1.0	-29	19
CN(C)c1cccc(-c2csc(N3CCC(C(N)=O)CC3)n2)c1
→ -11	83*	14	.	-4	-1	0	105	0.2	-3	0
CCOC(=O)C1CCCN(c2c(C(=O)c3ccccc3)cnc3ccccc23)C1 (centres undefined)
→ -11	26	16	5	-9	-3	18	90	1.3	-11	-18
O=C(COc1cccnc1[N+](=O)[O-])Nc1cccc(S(=O)(=O)N2CCOCC2)c1
→ -10	-4	13	-1	2	2	-12	101	-0.6	-5	12
CC(C)C(=O)NNC(=O)CSc1ncnc2c1cnn2-c1ccccc1Cl
→ 2	-5	9	-1	-8	5	3	96	-0.4	-6	-3
CN(CC(=O)Nc1ccc(OC(F)(F)F)cc1)C(=O)c1ccc(N2CCCC2=O)cc1
→ 2	-20	-1	-2	-12	5	-9	103	-0.1	-2	9
CSc1ccccc1NC(=O)CSCc1ccccc1Br
→ 9	-5	-6	-3	19	-1	5	113	-5.7	6	-5
CCc1ccccc1OCC(=O)Nc1ccc(F)c(S(=O)(=O)N2CCOCC2)c1
→ -13	7	4	0	.	-3	11	102	0.3	-1	-11
CC1CCC2(CC1)NC(=O)N(CC(=O)N1CC(C)CC(C)C1)C2=O (centres undefined)
→ 1	.	-13	-4	-13	-9	3	.	0.8	-1	-3
Cc1ccc(C2NC(=O)Cc3ccccc32)cc1 (centres undefined)
→ 18	13	18	8	-11	2	-9	100	1.0	-9	9
CC1CCCCC12NC(=O)N(CC(=O)Nc1ccc(S(=O)(=O)Nc3ncccn3)cc1)C2=O (centres undefined)
→ -12	5	-9	0	10	-14	-15	.	-8.7	-4	15
CN(CC(=O)Nc1ccc(Cl)c(Cl)c1)C(=O)CNC(=O)C1CCCCC1
→ -3	7	4	-2	4	-1	-8	107	0.9	-4	8
CS(=O)(=O)c1nc(S(=O)(=O)c2ccc(Cl)cc2)c(N2CCCCC2)s1
→ 5	-6	25	1	-1	-1	-26	100	-0.8	-6	26
COc1ccc(OC)c(C(=O)NC(CC(N)=O)c2ccc(NCCOc3ccccc3)c([N+](=O)[O-])c2)c1 (centres undefined)
→ 2	2	8	.	13	0	12	106	0.0	-4	-12
CCc1noc(C)c1C(=O)N(C)CC(=O)Nc1cccc(OC)c1
→ -2	.	0	-1	-5	-8	-11	.	0.3	5	11
Cc1ccc(S(=O)(=O)N2CCOCC2)cc1C(=O)Nc1cc(S(=O)(=O)N2CCCCC2)ccc1O
→ -13	4	23	29	.	-9	-23	104	0.9	-15	23
CNS(=O)(=O)c1ccc(C(=O)NCC(=O)NC(C)c2cccs2)cc1 (centres undefined)
→ 1	-7	6	-3	21	1	-20	105	0.1	-3	20
O=C(COC(=O)/C=C/c1ccco1)NCc1ccccc1Cl
→ -9	5	-2	-3	-14	-2	-19	105	-1.3	-6	19
CNc1sc(C(=O)c2cccs2)c(N)c1-c1nc2ccccc2s1
→ -1	98*	5	0	40	-6	95*	99	0.4	-4	-95
O=C(CNC(=O)c1n[nH]c2ccccc12)Nc1ccc(F)c(F)c1F
→ -4	-18	-9	-2	13	5	-1	.	0.1	23*	1
Cc1ccc(S(=O)(=O)N2CCC(C(=O)NCC3CCCCC3)CC2)cc1
→ -3	-3	20	1	0	-6	.	.	-0.9	-7	.
Cc1ccc(NC(=O)CCn2nc(C)cc2C)cc1
→ -3	.	-2	-7	1	5	-3	.	-5.6	0	3
CC(C)(C)c1cc(C(=O)NCCN2CCCC2)cc(C(C)(C)C)c1
→ -6	17	-9	5	-4	-6	-5	109	-1.2	-1	5
CC(=O)C1=NN(c2ccccc2)C2(S1)S/C(=C\c1ccccc1)C(=O)N2c1ccccc1 (centres undefined)
→ -6	-12	0	2	84	7	-27	97	1.1	-1	27
O=C1CCC/C(=N/NC(=O)c2cc(NS(=O)(=O)c3cccs3)cc(NS(=O)(=O)c3cccs3)c2)C1
→ -14	3	-2	32	.	-3	.	103	-0.4	-14	.
COc1ccc(-c2nc(S(=O)(=O)c3ccccc3)c(N3CCOCC3)o2)cc1
→ -4	4	2	0	-12	-6	2	84	2.2	0	-2
CCOC(=O)CN/C=C(\C#N)c1ccc(F)cc1
→ -1	-18	29	-3	-6	-6	-4	95	0.1	-1	4
Cc1ccc(SCC(=O)c2sc(-c3ccccc3)nc2C)cc1
→ 6	-3	3	-1	-1	-7	-9	99	0.0	-3	9
COc1ccc(Cl)cc1NC(=O)CCn1c(=O)oc2ccccc21
→ -2	-3	-21	9	5	6	39	116	-0.7	-7	-39
CC1CCC(C(C)C)C(=O)/C1=C\c1ccc(NC(=O)CCC(=O)O)cc1 (centres undefined)
→ -2	-1	1	-1	2	-8	-12	103	-1.0	2	12
Cc1nc([N+](=O)[O-])cn1C(C)C
→ -4	15	18	-7	4	-2	-5	109	-1.2	-11	5
CCOC(=O)C1=C(C)N(Cc2ccc(C(=O)O)cc2)C(=O)NC1c1ccc([N+](=O)[O-])cc1 (centres undefined)
→ -10	7	4	.	-2	-6	-18	100	-0.7	-5	18
CCn1cc(C(=O)NCc2ccccn2)c(=O)c2cc(F)c(N3CCN(C)CC3)cc21
→ -1	11	-10	0	388*	-1	2	106	-1.7	-3	-2
CC(CN1CCN(C)CC1)OC(=O)c1ccc(Cl)cc1Cl (centres undefined)
→ 0	0	6	-3	-5	4	-9	100	2.7	5	9
NS(=O)(=O)c1ccc(NC(=S)NNC(=O)c2ccc(Br)o2)cc1
→ 12	10	0	-1	-11	-13	-23	105	2.8	-7	23
CC(C)CNC(C(=O)Nc1ccc([N+](=O)[O-])cc1Br)c1ccccc1 (centres undefined)
→ -17	7	15	9	28	-2	6	91	1.1	0	-6
O=C1/C(=C\Nc2ccc(Cl)cc2)CCN1c1ncccn1
→ -2	.	6	3	3	-2	-22	99	-0.3	-6	22
COc1cc(OC)cc(-c2c(-c3cccs3)c3cc(-c4ccc5[nH]ccc5c4)ccc3n2C)c1
→ 3	-1	1	.	-12	-9	80*	94	-0.4	9	-80
COC(=O)c1cc2nc(-c3ccc(OC)cc3)cc(C(F)(F)F)n2n1
→ 1	-2	0	-1	34	7	24	107	-0.1	-4	-24
CCC(CC)C(=O)Nc1nc(-c2ccc3c(c2)CCN3C(=O)C2CC2)c(C)s1
→ -8	-3	-10	0	-13	-15	59	96	-0.4	8	-59
CCCCOc1ccc(/C(O)=C(\C#N)c2nc3ccccc3[nH]2)cc1
→ -7	1	5	-3	106	2	12	89	-1.1	3	-12
CC(C)NCC(O)COCCOc1ccc(C(C)(C)C)cc1 (centres undefined)
→ -6	13	-3	2	68	-1	-11	104	0.3	1	11
Cc1ccc(S(=O)(=O)Cc2ccc(C(=O)NCCCN3CCCC3=O)o2)cc1
→ 0	-1	17	-4	-8	0	6	101	1.3	-8	-6
CN(C(=O)NC(=O)C1=C(N2CCOCC2)/C(=C/c2ccccc2)CC1)S(C)(=O)=O
→ -7	5	-14	4	389	0	-13	103	-0.4	-9	13
CCOC(=O)CSC1=C(C#N)C(c2ccc(Cl)cc2)C(C(=O)OC)C(=O)N1 (centres undefined)
→ -14	3	6	2	2	-3	-10	82	-1.9	-8	10
CCN(CC)S(=O)(=O)c1ccc(N2CCOCC2)c(NC(=O)c2ccc(=O)[nH]c2)c1
→ -12	-12	-10	-2	11	-3	-11	.	0.6	-8	11
COc1ccccc1NC(=O)COc1ccc(CO)cc1Cl
→ -11	.	25	0	-8	13	0	99	0.4	-14	0
CC1CCCCN1C(=O)CSc1nnc(-c2ccccc2F)o1 (centres undefined)
→ -8	?	28	-8	-12	-5	.	111	0.2	2	.
O=C(Nc1ccc(Br)cc1)Nc1ccccc1Cl
→ 5	82*	2	-1	-4	5	53	98	2.5	14	-53
CC(=O)c1ccc(NC(=S)N2CCC(Cc3ccccc3)CC2)cc1
→ -4	8	18	0	22	-3	13	108	1.1	-5	-13
Nc1nc(/C=C/c2ccc(F)cc2)nc(-c2ccccc2O)n1
→ 5	13	27	-4	-15	2	0	63	1.0	10	0
O=C(COc1ccc(Cl)cc1)Nc1cccc(-c2ccc(N3CCOCC3)nn2)c1
→ 2	71	-4	-2	10	3	57	95	-0.1	?	-57
